LGR2 inh: inhibitors of bursicon-induced Drosophila LGR2 receptor cAMP signaling; HEK293 LGR2, CRE-luciferase, bursicon-stimulated, 4 h; inhibition, % at 9.99 µM; hit rate 0.35% among 380,000;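 active = drop in luminescence signal, shown as inhibition above about 50% in the replicate tests, limit read from the data, passing the limit was not always enough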;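 note: agonist challenge used bursicon conditioned medium at about half maximal strength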
XiGFP reactiv: X-chromosome reactivation activator | activation, % at 7.58 µM | XiGFP mouse fibroblasts, % GFP-positive cells imaging, 3 d; cells co-treated with 5-aza-dC sensitizer; scaled so ellipticine positive control = 100% | hit rate 0.055% among 360,000 | AID 743238;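 active = mean normalized replicate activation at least 10% and every replicate at or above 10%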;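 note: 0% = median of on-plate neutral control wells and 100% = ellipticine 6 µM median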
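System: SV40-immortalized XiGFP fibroblast cells, line 68-5-11 / Incubation: 3-day compound exposure, then 15 min fixation at room temperature / Compound: single concentration per compound, delivered by pin transfer / Buffer or medium: DMEM plus 5-aza-dC sensitizer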
* marks the source's active call; other numbers are inactive results.

| smiles | LGR2 inh | XiGFP reactiv |
| --- | --- | --- |
| N=C1CCCN1CC(=O)c1ccc(Br)cc1 | -49 | 0.1 |
| CC(=O)Nc1ccc(NC(=O)C(C)OC(=O)/C=C/c2cn(-c3ccccc3)nc2-c2cccnc2)cc1 (centres undefined) | 3 | -0.1 |
| O=C(/C=C/c1ccc(Cl)cc1)NC(=S)Nc1ccc(NC(=O)c2ccco2)cc1 | 3 | 0.0 |
| CCc1ccc(NC(=O)COC(=O)c2ccc(Cl)c(S(=O)(=O)N3CCCCCC3)c2)cc1 | 13 | 0.1 |
| CNC[C@H]1Oc2ccc(NS(=O)(=O)c3c(C)noc3C)cc2CC(=O)N([C@H](C)CO)C[C@H]1C | -18 | 0.0 |
| O=C(CN1C(=O)S/C(=C\c2ccc(Cl)cc2)C1=O)NNC(=O)c1ccccc1O | -3 | 0.7 |
| COc1cc(Cl)c(C)cc1NC(=O)[C@@H]1CCCN1C(=O)c1cccs1 | 6 | 0.1 |
| CCCC1S/C(=N/N=C/c2ccco2)NC1=O (centres undefined) | 14 | 2.7 |
| COc1ccc(NC(=O)c2ccc(F)cc2)cc1S(=O)(=O)Nc1cc(C)ccc1Br | 25 | 0.0 |
| CCCC(=O)OCCNc1cc(SCc2ccco2)c2nonc2c1[N+](=O)[O-] | 13 | 0.2 |
| O=C(CCc1nc2ccccc2s1)Nc1ccccc1 | -8 | -0.2 |
| Cc1cc(NC(=O)c2ccccc2-c2ccccc2C(=O)O)no1 | -3 | 0.0 |
| NC(=O)CN(c1ccc(Cl)cc1)S(=O)(=O)c1ccccc1 | -4 | 0.0 |
| COc1cc(N/C(N)=N/c2nc(C)cc(C)n2)c(OC)cc1Cl | -5 | 0.0 |
| Cc1cc([N+](=O)[O-])nn1Cc1ccc(C(=O)N/N=C/c2ccccc2)cc1 | -18 | -0.1 |
| COc1ccc(NC(=O)CSCc2ccc(C)cc2)cc1 | 11 | 0.6 |
| CSCCC(NC(=O)c1cccc([N+](=O)[O-])c1)C(=O)O (centres undefined) | -6 | 0.0 |
| O=C(Cc1ccccc1)Nc1ccc(NC(=O)c2cccc(Cl)c2)cc1 | -5 | 0.1 |
| COC(=O)c1c(NC(=O)CN2CCC3(O)CCCCC3C2c2cc(OC)ccc2OC)sc(C)c1C (centres undefined) | 17 | -0.1 |
| CCOC(=O)c1cc(CC)sc1NC(=O)COc1ccc2c(C)cc(=O)oc2c1 | 6 | 0.0 |
| CCOC(=O)C(CCCCCOc1ccccc1[N+](=O)[O-])C(=O)OCC | -1 | 0.1 |
| CCCCCCC(=O)N/N=C/c1ccc(Br)cc1 | -18 | 0.4 |
| O=C(CSc1nc(-c2ccccc2Cl)ns1)NCc1ccc2c(c1)OCO2 | 7 | 0.0 |
| CCn1c(=O)c([N+](=O)[O-])c(N2CCOCC2)c2ccccc21 | -14 | 0.0 |
| CCCC(=O)Nc1ccc(Cl)c(NC(=O)c2ccc([N+](=O)[O-])cc2Cl)c1 | -5 | -0.1 |

| smiles | LGR2 inh | XiGFP reactiv |
| --- | --- | --- |
| Cc1cc(C)nc(SCc2cc(=O)c(OC(=O)c3cc([N+](=O)[O-])ccc3Cl)co2)n1 | 16 | -0.1 |
| COc1ccc(NC(=O)c2ccc(C)cc2)c(OC)c1 | -72 | -0.1 |
| COc1ccccc1N1CCN(C(=O)c2cc(N3C(=O)C4C5CCC(C5)C4C3=O)ccc2Cl)CC1 (centres undefined) | 3 | 0.0 |
| Cc1cccc(/C=N/NC(=O)C2CCCNC2=O)c1 (centres undefined) | -13 | 0.1 |
| CCCCC(=O)N/N=C/c1ccc(N2CCOCC2)c([N+](=O)[O-])c1 | -13 | 0.4 |
| CCc1ccc(NC(=O)CC2C(=O)NCCN2C(=S)Nc2ccccc2)cc1 (centres undefined) | 0 | 0.0 |
| CCn1cc([N+](=O)[O-])c(C(=O)N2N=C(c3ccccc3)CC2c2ccc([N+](=O)[O-])cc2)n1 (centres undefined) | -1 | 0.1 |
| CN1C(=S)N(c2ccccc2)C(=O)/C1=C/c1ccco1 | -10 | -0.1 |
| CCOC(=O)CCCCCN(Cc1ccccc1)S(=O)(=O)c1ccc([N+](=O)[O-])cc1 | 28 | 0.1 |
| Cc1cc(C(=O)NCc2cccs2)ccc1[N+](=O)[O-] | -14 | 0.1 |
| C/C(=N\NC(=S)NCCc1ccccc1)c1cccs1 | -38 | 0.4 |
| Cn1cccc1/C=N/NC(=O)C12CC3CC(CC(C3)C1)C2 | 3 | 0.2 |
| COc1ccc(CSCC(=O)Nc2ccc(S(=O)(=O)N3CCCCCC3)cc2)cc1 | -2 | 0.4 |
| CCC(C)NC(=O)CCn1c(-c2ccccc2)cc(C(C)=O)c1C (centres undefined) | 9 | 0.1 |
| CC(=O)Nc1ccc(Br)cc1C(=O)C(=O)O | 4 | 0.1 |
| CCOc1c(Br)cc(CNCc2cccs2)cc1OC | -1 | 0.3 |
| O=C(Nc1cccc(S(=O)(=O)NC2=NCCCCC2)c1)c1cc(-c2ccccc2Cl)nc2ccccc12 | -16 | 0.2 |
| COc1cc(-c2nc3c[n+](CC(=O)c4ccccc4)ccc3n2C)cc(OC)c1OC | -8 | 0.4 |
| CCN(CC)S(=O)(=O)c1ccc(/C=C/C(=O)Nc2ccc(Br)cc2F)cc1 | 22 | 0.1 |
| COc1cc(OC)cc(C(=O)NNC(=O)c2ccccc2Br)c1 | -3 | 0.0 |
| O=C(/C=C/c1ccc(Cl)cc1Cl)Nc1ccncc1 | -26 | 0.0 |
| COc1ccc(OCC(=O)N/N=C/c2ccc(OC)c(OC)c2C(=O)O)cc1 | -9 | -0.1 |
| O=C(Cc1ccccc1)Nc1nnc(-c2cccc([N+](=O)[O-])c2)s1 | -20 | 0.3 |
| Cc1ccc(C)c(SCC(=O)NC(=O)Nc2ccc3c(c2)OCCO3)c1 | 3 | -0.1 |
| COc1ccc(S(=O)(=O)N2CCOC2CNC(=O)C(=O)NCCc2ccc(OC)c(OC)c2)cc1C (centres undefined) | 14 | 0.2 |

| smiles | LGR2 inh | XiGFP reactiv |
| --- | --- | --- |
| O=S(=O)(c1ccc(NC(=S)NCc2ccco2)cc1)N1CCCC1 | -6 | -0.1 |
| CC(C)N(C(=O)COC(=O)[C@@H]1CC(O)CN1S(=O)(=O)c1ccccc1[N+](=O)[O-])C(C)C (some centres undefined) | 14 | -0.1 |
| COc1ccc(C2Nc3ccccc3C(=O)N2O)cc1CN1CCOCC1 (centres undefined) | 13 | -0.1 |
| COc1cc(NC(=S)N2CCN(Cc3ccccc3)CC2)cc(OC)c1 | 9 | 0.5 |
| Cc1ccc(CSc2ccc(-c3cccs3)nn2)cc1 | -23 | 0.2 |
| Cc1cc(Cl)ccc1OCC(=O)N/N=C1\CC2C=CCC12 (centres undefined) | -17 | 0.1 |
| N#CCSc1nnc(-c2sc3ccccc3c2Cl)o1 | -29 | 0.6 |
| O=C(NC(=S)Nc1ccccc1N1CCCCC1)c1cccs1 | -1 | -0.1 |
| Cc1ccc(S(=O)(=O)/C(=C/Cl)NC(=O)c2ccccc2)cc1 | 40 | -0.1 |
| COc1cc(C(=O)NNC2=CC(=O)CC(C)(C)C2)cc(OC)c1OC | -2 | 0.2 |
| CN(C(=O)CSc1nc2cc([N+](=O)[O-])ccc2n1-c1ccc(F)cc1)C1CCS(=O)(=O)C1 (centres undefined) | -10 | 0.2 |
| O=C(CSCC(=O)Nc1cccc([N+](=O)[O-])c1)Nc1ccccc1 | 16 | 0.0 |
| O=C(N[C@@H](Cc1c[nH]c2ccccc12)C(=O)NC1CC1)c1ccccc1Cl | 0 | 0.0 |
| O=C(c1ccccc1C(=O)N(c1ccccc1)c1ccccc1)N1CCCCC1 | -8 | 0.4 |
| Cc1ccc(OCc2cn3cccnc3n2)cc1 | 11 | 0.2 |
| COc1ccccc1OCCC(=O)OCC(=O)NCc1ccccc1 | -9 | 0.4 |
| Cc1ccc(-c2nc3ccccc3c(=O)n2NC(=S)N(C)C)cc1 | -12 | -0.1 |
| CCOc1ccc(S(=O)(=O)Nc2ccccc2C(=O)N/N=C/c2c(OC)ccc3ccccc23)cc1 | -1 | -0.1 |
| Cc1ccc(NC(=O)CCC(=O)OCc2ccc(Br)cc2)cc1 | -16 | 0.4 |
| O=C1c2cc3ccccc3c(-c3ccccc3)c2C(=O)N1c1ccccn1 | -12 | -0.1 |
| Cc1cccc(NC(=O)CNC(=O)COc2ccc(C(=O)c3ccc(F)cc3)cc2)c1C | 7 | 0.3 |
| COc1ccc(C(=O)Cc2ccc3c(c2)OCO3)c(O)c1 | -16 | 0.2 |
| O=C(NNc1c2ccccc2nc2ccccc12)c1cccc(O)c1 | -2 | 0.0 |
| Cc1c(Cl)cccc1NC(=S)NC1CC1 | 15 | 0.2 |
| O=C1NCCCC1C(=O)N/N=C/c1ccccc1O (centres undefined) | -6 | 0.1 |

| smiles | LGR2 inh | XiGFP reactiv |
| --- | --- | --- |
| CC(C)(CO)NCc1cccc(OCc2ccc(Cl)cc2)c1 | 9 | 0.0 |
| C[C@@H]1CN([C@@H](C)CO)C(=O)Cc2cc(NC(=O)Cn3cnnn3)ccc2O[C@@H]1CN(C)S(=O)(=O)c1ccccc1 | 10 | 0.0 |
| Cc1nnc(SCC(=O)N2c3ccccc3CC2C)[nH]c1=O (centres undefined) | 10 | -0.2 |
| COc1cc(/C=C/C(=O)Nc2ccncc2)cc(OC)c1OC | 21 | 0.2 |
| CCOC(=O)C1(CCCc2ccccc2)CCN(C(=O)CCc2cnn(C)c2)CC1 | 6 | 0.0 |
| CCC(=O)NC(=S)Nc1ccccc1C(=O)NC1CCCCC1 | 0 | 0.3 |
| CCn1nc(C(=O)Nc2nc3ccccc3[nH]2)c2ccccc2c1=O | 7 | -0.1 |
| CCOc1ccc(S(=O)(=O)N/N=C2/CCCC(=O)C2)cc1 | 9 | 0.1 |
| CCCS(=O)(=O)c1nc(S(=O)(=O)c2ccc(C)cc2)c(NCc2ccco2)s1 | -6 | 0.1 |
| C[C@H](CO)N1C[C@H](C)[C@H](CN(C)Cc2ccc3c(c2)OCO3)Oc2ncc(-c3cc4ccccc4o3)cc2C1=O | 10 | 0.0 |
| COc1ccc(C2CC(c3ccccc3)=NN2C(=O)COC(=O)c2ccc(Cl)nc2)cc1 (centres undefined) | -16 | 0.3 |
| O=C(NC1CCCCC1)c1ccccc1NC(=S)NC(=O)C1CCC1 | -6 | 0.4 |
| CCCCC(=O)NC(=S)Nc1cccc(NC(=O)c2ccco2)c1 | 28 | 0.3 |
| CCOc1ccccc1C(=O)NN1C(=O)C2CCCCC2C1=O (centres undefined) | -1 | 0.8 |
| C/C(=N\Nc1ncc(Cl)cc1Cl)c1ccc(S(=O)(=O)NCc2ccco2)cc1 | -55 | 1.0 |
| C[n+]1ccccc1C1CCCC/C1=N\Nc1ccc([N+](=O)[O-])cc1[N+](=O)[O-] (centres undefined) | 3 | 0.0 |
| COc1cc(/C=C/C(=O)NC(C)CCc2ccccc2)cc(OC)c1OC (centres undefined) | -3 | 0.1 |
| CC(=O)c1c(OC(=O)c2ccccc2Br)ccc2c(C)cc(=O)oc12 | -8 | 0.0 |
| COc1ccc(CN2C(=O)CC(Cc3ccc(C)cc3)C2=O)cc1OC (centres undefined) | -2 | 0.2 |
| COC(=O)C1=C(N)N(c2ccccc2F)C2=C(C(=O)CC(C)(C)C2)C1c1ccc(OC)c(OC)c1 (centres undefined) | 10 | -0.2 |
| C/C(CC(=O)Nc1c(C)cc(C)cc1C)=N\NC(=O)OC(C)(C)C | -8 | 0.0 |
| CC1=NN(c2ccccc2)C(=O)/C1=C\C=C1\N(C)c2ccccc2C1(C)C | 12 | -0.1 |
| Cc1ccc(-c2nnc(-n3nc(C)cc3C)c3ccccc23)cc1 | 4 | 0.0 |
| O=C(COC(=O)/C=C/c1cccc(C(F)(F)F)c1)NCc1ccc(F)cc1 | 1 | 0.8 |
| N=c1c2c3c(sc2ncn1Cc1ccco1)CCCCC3 | -22 | -0.1 |

Another view of part of the listing above.
Order of results: LGR2 inh, XiGFP reactiv
> O=C(c1ccccc1C(=O)N(c1ccccc1)c1ccccc1)N1CCCCC1
 : -8, 0.4
> Cc1ccc(OCc2cn3cccnc3n2)cc1
 : 11, 0.2
> COc1ccccc1OCCC(=O)OCC(=O)NCc1ccccc1
 : -9, 0.4

The main list resumes, repeating the 5 entries before the break.
| smiles | LGR2 inh | XiGFP reactiv |
| --- | --- | --- |
| C/C(CC(=O)Nc1c(C)cc(C)cc1C)=N\NC(=O)OC(C)(C)C | -8 | 0.0 |
| CC1=NN(c2ccccc2)C(=O)/C1=C\C=C1\N(C)c2ccccc2C1(C)C | 12 | -0.1 |
| Cc1ccc(-c2nnc(-n3nc(C)cc3C)c3ccccc23)cc1 | 4 | 0.0 |
| O=C(COC(=O)/C=C/c1cccc(C(F)(F)F)c1)NCc1ccc(F)cc1 | 1 | 0.8 |
| N=c1c2c3c(sc2ncn1Cc1ccco1)CCCCC3 | -22 | -0.1 |
| CCn1c2c(c(C)cc1=O)C(=O)CC(C)(C)C2 | 9 | 0.0 |
| CC(C(=O)O)N1C(=O)/C(=C/c2cccn2C)SC1=S (centres undefined) | -9 | 0.1 |
| Cc1ccc(NC(=O)CN(C)C(=O)Cn2cc(C(F)(F)F)cc(Cl)c2=O)cc1 | 11 | 0.0 |
| CCOC(=O)CC(NC(=O)c1cc2cc(Cl)cc(Cl)c2oc1=O)c1cccc([N+](=O)[O-])c1 (centres undefined) | -3 | 0.3 |
| O=C(Nc1ccc(S(=O)(=O)N2CCCC2)cc1)c1ccc(CN2CCc3ccccc3C2)cc1 | 0 | 0.3 |
| O=C(COc1ccccc1F)N1c2ccccc2CCc2ccccc21 | 21 | 0.0 |
| COC(=O)c1ccc2c(=O)n(Cc3ccc(C(=O)NC4CCCC4)cc3)c(=S)[nH]c2c1 | 7 | -0.1 |
| Cn1c(CS/C(N)=N/N=C/c2ccccc2)c(Br)c(=O)n1-c1ccccc1 | 6 | 0.2 |
| CCOC(=O)c1ccc(NC(=S)NCC(O)c2ccccc2)cc1 (centres undefined) | 4 | 0.1 |

Not all compounds are listed; the hit share may differ from the screen's.
